CD11b adhes inh – blocks human CD11b/CD18 adhesion to fibrinogen | K562 CD11b/CD18 adhesion to fibrinogen, ATPlite luminescence; Mn2+ added to activate the integrin | inhibition, % at 10 µM | 0.54% of 93,000 active;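 active = primary inhibition of 50% or more at 10 µM, then 40% or more on retest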; also: some results filed as inactive read as strong as hits
CD11b adhes enh – enhancers of human CD11b/CD18 binding to fibrinogen; K562 CD11b/CD18 adhesion to fibrinogen, ATPlite luminescence; activation, % at 10 µM; 0.07% of 93,000 active; AID 1499;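 active = 10 µM primary screen giving 50% or more activity, confirmed by 40% or more on retest at that dose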; also: strong numbers were not always called active; reference of the scale not given here
sEH act – increases human soluble epoxide hydrolase activity. P34913. 0.04% of 91,000 active. activation, % at 2 µM. purified human sEH enzymatic activity, activator screen; in the data active = activation above about 37%; also: values of inactives mirror those of a sister screen read the other way
Target sequence (P34913 whole entry, looked up): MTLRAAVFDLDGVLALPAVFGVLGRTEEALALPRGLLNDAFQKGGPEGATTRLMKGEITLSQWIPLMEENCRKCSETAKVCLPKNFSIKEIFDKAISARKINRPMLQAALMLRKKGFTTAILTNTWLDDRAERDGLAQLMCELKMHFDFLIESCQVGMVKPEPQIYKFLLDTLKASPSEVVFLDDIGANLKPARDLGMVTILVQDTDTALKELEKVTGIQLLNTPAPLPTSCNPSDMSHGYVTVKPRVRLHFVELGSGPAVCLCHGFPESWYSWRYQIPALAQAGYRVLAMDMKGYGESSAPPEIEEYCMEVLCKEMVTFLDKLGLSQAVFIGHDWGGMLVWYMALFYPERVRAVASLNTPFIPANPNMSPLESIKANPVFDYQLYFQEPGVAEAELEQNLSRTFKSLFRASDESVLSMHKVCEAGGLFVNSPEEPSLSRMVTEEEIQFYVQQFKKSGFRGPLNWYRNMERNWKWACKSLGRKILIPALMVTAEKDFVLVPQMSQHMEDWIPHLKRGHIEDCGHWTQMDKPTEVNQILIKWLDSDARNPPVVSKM
ERb coact inh – ER-beta (human) coactivator binding inhibition; TR-FRET ER-beta LBD / SRC1-Cy5 peptide binding; receptor agonist-loaded with 1 µM estradiol; inhibition, % at 25.6 µM; Q92731; 1.3% of 86,000 active;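 active = compounds whose percent inhibition of the receptor-coactivator binding signal exceeds about 50% in the single-dose screen, limit read from the data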;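 also: 0% = receptor plus peptide wells without compound and 100% = peptide-only wells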
Smad3 inh – blocks human Smad3 binding to FoxH1 peptide | P84022 | TR-FRET Smad3/Dy647-FoxH1 peptide binding, europium anti-His | inhibition, % at 25 µM | 0.29% of 88,000 active;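 active = compounds that reduce the energy-transfer binding signal between the protein and its labelled peptide by more than half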;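 also: 0% = Smad3 plus labelled peptide maximal FRET and 100% = peptide-only background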
Target sequence (P84022 whole entry, looked up): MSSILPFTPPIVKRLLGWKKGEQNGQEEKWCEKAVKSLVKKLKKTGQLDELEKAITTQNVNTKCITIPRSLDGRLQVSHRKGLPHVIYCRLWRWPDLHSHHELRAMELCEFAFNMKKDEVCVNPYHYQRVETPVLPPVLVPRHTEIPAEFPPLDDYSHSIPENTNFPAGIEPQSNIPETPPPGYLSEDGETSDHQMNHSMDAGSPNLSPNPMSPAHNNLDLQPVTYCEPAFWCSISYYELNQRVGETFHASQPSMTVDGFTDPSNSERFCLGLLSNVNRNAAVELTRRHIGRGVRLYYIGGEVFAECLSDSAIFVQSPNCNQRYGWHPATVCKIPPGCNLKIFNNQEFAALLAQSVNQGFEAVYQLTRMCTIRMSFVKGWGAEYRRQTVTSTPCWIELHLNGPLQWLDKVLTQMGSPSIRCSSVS
MT1-MMP txn act – MT1-MMP promoter transcription activation. HT1080 MT1-MMP promoter luciferase reporter, luminescence, overnight; active compounds read high. 0.16% of 86,000 active. AID 750. activation factor at 10 µM;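 active = activation factor of at least 2 for MT1-MMP transcription at 10 µM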
Calb biofilm kill – kills Candida albicans biofilms. C. albicans biofilm + clotrimazole, Alamar Blue. inhibition, % at 6 µM. 0.14% of 85,000 active;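 active = inhibition above 20%; inactive = inhibition below 20%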;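 also: preformed 24 hr biofilms exposed to compound for 48 hr; 0% = biofilm without compound and 100% = blank killed by clotrimazole plus chlorhexidine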
sEH inhibitor – inhibitors of human soluble epoxide hydrolase; P34913; recombinant human sEH enzymatic activity assay; inhibition, % at 2 µM; 0.34% of 91,000 active; in the data active = inhibition above about 80%; also: values of inactives mirror those of a sister screen read the other way; many of its hits are not listed in these tables
ERa coact pot – ER-alpha (human) coactivator binding potentiation; P03372; TR-FRET ERalpha-LBD/SRC-Cy5 coactivator binding, 2 h; 100 = basal binding, no effect; coactivator binding (% of control), % at 25.6 µM; 1.3% of 86,000 active; in the data active = activity above about 200%;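 also: binding measured in presence of low estradiol as agonist stimulus; 0% = peptide alone without receptor and 100% = receptor with peptide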
The depositor's hits bear a star; . = not tested or not shown; [ ] = another dose, or the depositor's remark. Only part of the results is shown; the hit share may differ from the screen's.

SMILES | CD11b adhes inh | CD11b adhes enh | sEH act | ERb coact inh | Smad3 inh | MT1-MMP txn act | Calb biofilm kill | sEH inhibitor | ERa coact pot
O=C(Nc1ccc(-n2nncc2-c2ccco2)cc1)c1cccc(F)c1 | -32 | 1 | -70 | 17[fluorescence artefact?] | -14 | 1.1 | 5 | 71 | 99
O=C(CSc1nnc(-c2ccccc2)o1)c1ccc2c(c1)OCCO2 | -1 | -3 | -5 | 2 | -12 | 1.2 | 8 | 7 | 129
CCCOc1ccc(N2CC(C(=O)Nc3ccccc3C(=O)NCc3ccco3)CC2=O)cc1 (stereo unspecified) | -24 | 2 | -6 | -7[fluorescence artefact?] | -8 | 1.1 | 8 | 9 | 127
C/C(Cl)=C/CSc1nc2c(c(=O)[nH]c(=O)n2C)n1C(C)C | -13 | -1 | 3 | 7 | -8 | 1.1 | 3 | -4 | 89[fluorescence artefact?]
Cn1c(=O)c2c(nc(CN3CCc4ccccc4C3)n2Cc2ccc(F)cc2)n(C)c1=O | . | . | 0 | -5 | 3 | 1 | 6 | 5 | 111
Cc1c(NC(=O)Nc2ccc(Cl)c(Cl)c2)sc(=S)n1C | . | . | -7 | -5 | -1 | 1.1 | 4 | 8 | 73
CC(=O)c1cc(Cc2csc(C(C)=O)c2)cs1 | -4 | -3 | . | 0 | 9 | 1 | 6 | . | 107
CCOC(=O)CN1C2=NCCN2c2ccccc21 | . | . | -2 | -7 | 5 | 1.1 | 8 | 0 | 130
Cc1noc(C)c1CN1C(=O)NC2(CCc3ccccc3C2)C1=O (stereo unspecified) | . | . | -2 | 1 | -5 | 1.1 | -7 | 0 | 100
CCOc1ccc(-n2nc3ccc(NC(=O)c4ccc5c(c4)OCCO5)cc3n2)cc1 | . | . | 5 | 21[fluorescence artefact?] | 2 | 1.1 | 3 | -2 | 57
O=Cc1ccccc1Oc1ccccc1 | -2 | 1 | 7 | . | . | . | . | -6 | .
CCOc1cc(C)nc(NCCc2ccc(OC)c(OC)c2)n1 | -3 | -1 | -1 | -6 | 9 | 1 | 7 | 0 | 117
CCOC(=O)c1cc(NC(=O)C2CCCO2)cc(C(=O)OCC)c1 (stereo unspecified) | 2 | 0 | 1 | -17 | 1 | 1 | 4 | 3 | 94
CCC(=O)NCCC(c1ccco1)c1ccccc1OC (stereo unspecified) | . | . | 0 | 29 | -4 | 1 | -2 | -2 | 111[fluorescence artefact?]
CCN(C(=O)COc1ncnc2ccc(Br)cc12)C1CCS(=O)(=O)C1 (stereo unspecified) | 0 | -3 | . | -2 | 0[fluorescence artefact?] | 1.1 | 3 | . | 127
Cc1cc(C(=O)Nc2cccc(C(=O)O)c2)c(C)o1 | -2 | 2 | 16 | . | . | . | . | -14 | .
Cc1nc(N2CCN(c3ccccc3)CC2)[nH]c(=O)c1Cc1ccccc1 | -7 | -1 | . | -3 | 1 | 1.2 | 4 | . | 83
COC(=O)CN(c1cccc(OC)c1)S(C)(=O)=O | 31 | 4 | 6 | 2[fluorescence artefact?] | -1 | 1.1 | 4 | -7 | 122[fluorescence artefact?]
Cc1sc2nc(SCC(=O)N3CCOCC3)[nH]c(=O)c2c1C | 10 | -9 | . | 5 | -1 | 1.1 | 4 | . | 94
CC1(C)N=C(N)N=C(N)N1c1ccc(F)cc1F | -2 | -1 | . | -2 | 7 | 1.1 | 1 | . | 111
O=C(O)C1CC(=O)N(Cc2ccc3c(c2)OCO3)C1 (stereo unspecified) | -14 | 6 | 0 | -4 | 10[fluorescence artefact?] | 1.1 | 4 | 5 | 99
O=C(c1ccccc1)N(Cc1ccccc1)c1ccccn1 | -8 | -4 | 7 | 1 | -7 | 1 | 4 | -5 | 107
CCC(Sc1nnc2c3ccccc3n(CC)c2n1)C(=O)Nc1sc2c(c1C#N)CCCC2 (stereo unspecified) | -5 | 21 | -2 | . | . | . | . | 1 | .
N#Cc1c(N2CCN(C(=O)c3ccco3)CC2)nc(-c2ccccc2)c2c1CCCC2 | 8 | 3 | 5 | 1 | 6 | 1.3 | . | -6 | 98
COc1ccc(S(=O)(=O)N2CC(C(=O)O)Oc3ccc(CC(=O)O)cc32)cc1 (stereo unspecified) | -13 | 1 | 7 | . | . | . | . | -8 | .
CC1=CC(C)(C)N2C(=O)C3(C(C#N)=C(N)Oc4cc(C)oc(=O)c43)c3cccc1c32 (stereo unspecified) | 4 | 0 | -6 | 1 | 3 | 1.1 | 8 | 8 | 84[fluorescence artefact?]
CC1=C(C)[N+](=O)C2CCCCC2N1[O-] (stereo unspecified) | -6 | -8 | 3 | -4 | 7 | 1 | 4 | -4 | 93
O=c1c(-c2ccccc2)coc2c(CN3CCOCC3)c(O)ccc12 | . | . | . | 1 | 3 | 1.1 | 3 | . | 115
COc1ccc2c(c1OC)C(=O)N(C(C)C(=O)O)C2=O (stereo unspecified) | . | . | 6 | -4 | -3 | 1.1 | 12 | -6 | 119
Cc1[nH]nc2c1C(c1ccsc1C)C(C#N)=C(N)O2 (stereo unspecified) | -27 | -3 | 8 | . | . | . | . | -8 | .
CCN(CC)CCCN1C(=O)C(=O)/C(=C(/O)c2cc(C)ccc2C)C1c1cccnc1 (stereo unspecified) | -8 | 3 | 3 | -2 | 9 | 1.1 | 6 | -3 | 117
NC(=O)CC1SC(N)=NC1=O (stereo unspecified) | 9 | -2 | 10 | . | . | . | . | -9 | .
CCCNC(=O)c1ccc2c(c1)ncn2-c1ccccc1OC | -8 | 3 | . | -19 | 6 | 1.3 | 0 | . | 93
COc1ccc(NC(=O)C(Cc2ccccc2)NC(=O)c2ccco2)cc1OC (stereo unspecified) | -5 | 1 | 2 | 4 | 14 | 1.2 | 5 | -4 | 95
CCOC(=O)c1cc2c(C)nn(-c3ccccc3)c2s1 | . | . | -5 | -2 | 5 | 1.3 | 6 | 5 | 117
CC(C)CCNC(=O)CCCOc1ccccc1 | -1 | -4 | -33 | 1 | 16 | 1.1 | 5 | 29 | 122
Cc1ccc(-c2cc3ccccc3nc2N2CCCC2)cc1 | -2 | -3 | -1 | . | . | . | . | 3 | .
CC(=O)C1=C(C)NC(=O)NC1c1cc(Br)ccc1OCC(N)=O (stereo unspecified) | -2 | 25 | -5 | 10 | 13 | 1.1 | 6 | 6 | 79[fluorescence artefact?]
CCNC(=S)N1CC(C)OC(C)C1 (stereo unspecified) | -11 | 1 | 19 | . | . | . | . | -20 | .
Cc1nn(-c2ccccc2)c(Cl)c1C(=O)Nc1nnc(C2CCCCC2)s1 | . | . | 2 | -2 | 4 | 1.1 | 6 | -2 | 86

A second format for two compounds above:
Results follow in this order: CD11b adhes inh, CD11b adhes enh, sEH act, ERb coact inh, Smad3 inh, MT1-MMP txn act, Calb biofilm kill, sEH inhibitor, ERa coact pot
> Cc1sc2nc(SCC(=O)N3CCOCC3)[nH]c(=O)c2c1C
 : 10, -9, ., 5, -1, 1.1, 4, ., 94
> CC(=O)c1cc(Cc2csc(C(C)=O)c2)cs1
 : -4, -3, ., 0, 9, 1, 6, ., 107

3 entries from above, with tabs:
canonical_smiles	CD11b adhes inh	CD11b adhes enh	sEH act	ERb coact inh	Smad3 inh	MT1-MMP txn act	Calb biofilm kill	sEH inhibitor	ERa coact pot
Cc1nc(N2CCN(c3ccccc3)CC2)[nH]c(=O)c1Cc1ccccc1	-7	-1	.	-3	1	1.2	4	.	83
COC(=O)CN(c1cccc(OC)c1)S(C)(=O)=O	31	4	6	2[fluorescence artefact?]	-1	1.1	4	-7	122[fluorescence artefact?]
Cc1sc2nc(SCC(=O)N3CCOCC3)[nH]c(=O)c2c1C	10	-9	.	5	-1	1.1	4	.	94

More compounds:
SMILES | CD11b adhes inh | CD11b adhes enh | sEH act | ERb coact inh | Smad3 inh | MT1-MMP txn act | Calb biofilm kill | sEH inhibitor | ERa coact pot
COc1ccc(N(CC(=O)N2CCN(C)CC2)S(=O)(=O)c2ccccc2)cc1OC | -22 | 0 | 2 | -8 | 2 | 1.2 | 5 | -2 | 101[fluorescence artefact?]
Cn1nnnc1SCC(=O)NCCc1ccc(Cl)cc1 | 4 | -6 | . | -6 | -8 | 1.1 | 6 | . | 124
COc1ccc(-c2nnc(SCC(=O)N3CCN(c4ccccc4)CC3)o2)cc1OC | . | . | . | 4[fluorescence artefact?] | 4[fluorescence artefact?] | 1.1 | 9 | . | 127
Cc1nc(SCC(=O)Nc2cccc(Cl)c2)n[nH]1 | -18 | -3 | 10 | 9[fluorescence artefact?] | 10[fluorescence artefact?] | 1.1 | 1 | -11 | 134
CCOC(=O)c1cnn(Cc2ccccc2Cl)c1N | -44 | -2 | -5 | -2 | 8 | . | 3 | 5 | 89
CC(=O)Nc1ccc(S(=O)(=O)N2CCCCC2c2cccnc2)cc1 (stereo unspecified) | -17 | 4 | . | -11[fluorescence artefact?] | 14 | 1.1 | 7 | . | 140
Cc1ccc(C(=O)Nc2cccc(C(=O)O)c2)cc1S(=O)(=O)N1CCOCC1 | 3 | -2 | -2 | 17 | 0 | 0.8 | 4 | 4 | 110
COc1ccc(C(CNC(=O)c2cccc(N(C)C)c2)N2CCCC2)cc1 (stereo unspecified) | -3 | -2 | -11 | -2 | -2 | 1.4 | 3 | 13 | 161
CSc1ccccc1-c1nnc(-c2ccccc2)o1 | 23 | -2 | -13 | . | . | . | . | 15 | .
Cc1cc(NS(=O)(=O)Cc2ccccc2)cc(C)c1OCC(=O)N1CCOCC1 | 4 | 3 | 0 | -12[fluorescence artefact?] | 4 | 1.1 | 6 | 5 | 105
CCCN(CCC)c1nc(N)nc(-c2cc(Cl)ccc2OC)n1 | -10 | -1 | -5 | . | . | . | . | 7 | .
CC(C)OC(=O)c1c(F)c(F)c(N2CCOCC2)c(F)c1F | -1 | 2 | . | -7 | 1 | 1.1 | 8 | . | 108
Cc1cccc(Nc2nc3c(c(=O)n(C)c(=O)n3C)n2CC(O)CO)c1 (stereo unspecified) | . | . | 2 | -2 | 12 | 1.2 | 3 | -4 | 114
CCOc1ccc(CN(C(=O)c2oc3cc(C)ccc3c2C)C2CCS(=O)(=O)C2)cc1 (stereo unspecified) | 7 | 0 | 5 | -4 | 0 | 1.2 | 2 | -4 | 100[fluorescence artefact?]
COc1ccc(CNC(=O)C2CCCN(c3nc4ccccc4o3)C2)c(OC)c1 (stereo unspecified) | 3 | 0 | . | -2 | -4 | 1.2 | 4 | . | 109[fluorescence artefact?]
Cc1cc(C)nc(NC2=NCC(=O)N2c2ccccc2)n1 | -2 | 3 | -8 | -3[fluorescence artefact?] | 0 | 1 | 5 | 7 | 114
Cc1ccc(-c2cc3nn(-c4ccccc4)c(N)c3c(=O)o2)cc1 | 1 | 7 | 8 | . | . | . | . | -5 | .
Cc1cc(C)c2nc(N3CCN(C)CC3)c(C#N)cc2c1 | -14 | 8 | 7 | -7 | -11 | 1.3 | 1 | -9 | 106
O=C(NCc1cccnc1)c1noc2c1CCCCC2 | -7 | -6 | . | -6[fluorescence artefact?] | 3 | 1.3 | 10 | . | 115[fluorescence artefact?]
O=C(O)C1CCCCC1C(=O)Nc1nc(-c2cccs2)cs1 (stereo unspecified) | 0 | 0 | 2 | 5 | -1 | 1.1 | 7 | 1 | 88
CC(C)CCNC(=O)Cn1c(=O)oc2cc(S(=O)(=O)N3CCc4ccccc43)ccc21 | -1 | 24 | -25 | -4 | 4 | 1.1 | -5 | 26 | 102
COc1ccc(-c2nc(C#N)c(NCCCN(C)C)o2)cc1OC | . | . | 2 | -5 | 4 | 1.1 | 2 | 0 | 104
O=C(CN(Cc1ccc(F)cc1)S(=O)(=O)c1ccccc1)N1CCCCC1 | -1 | -2 | 2 | -1 | -2 | 1.1 | 7 | -4 | 92
COc1cccc(-c2nnc(NC(=O)c3ccc(S(=O)(=O)N4CC(C)OC(C)C4)cc3)o2)c1 (stereo unspecified) | -22 | 4 | -14 | . | . | 1 | . | 14 | .
CCOC(=O)c1c(NC(=O)Cc2cccs2)sc2c1CCCC2 | 27 | 0 | -2 | 11[fluorescence artefact?] | 8 | 1.2 | 2 | 5 | 136
COc1ccccc1N1CCN(C(=O)c2ccc(S(=O)(=O)N3CCCCCC3)cc2)CC1 | 6 | 7 | 3 | 3 | 14 | 1 | . | 2 | 101

Assay outcomes as filed in PubChem BioAssay.
